Assay outcomes from PubChem BioAssay.
ASAP1 GAP inh = inhibitors of human ASAP1 ArfGAP activity, primary screen, biochemical, fluorescence polarization | ASAP1-stimulated ARF1 GTP hydrolysis, GDP FP detection | inhibition, % at 16.5 µM | hit rate 0.19% among 360,000; in the data active means inhibition above about 25%;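 further: 0% = vehicle with enzyme and substrate and 100% = no enzyme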
ABHD4 inh = ABHD4 inhibitors, primary screen, biochemical, fluorescence polarization, mouse. inhibition, % at 8.92 µM. hit rate 0.54% among 370,000. (Lyso)-N-acylphosphatidylethanolamine lipase (Mus musculus), Q8VD66. purified mABHD4, FP-Rh probe fluorescence polarization;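 active means inhibition exceeding the mean over every tested compound plus 3 SD, cut at about 30% in these data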;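 further: 0% = plate median of compound wells and 100% = S159A mutant with DMSO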
Target sequence (Q8VD66 whole entry, looked up): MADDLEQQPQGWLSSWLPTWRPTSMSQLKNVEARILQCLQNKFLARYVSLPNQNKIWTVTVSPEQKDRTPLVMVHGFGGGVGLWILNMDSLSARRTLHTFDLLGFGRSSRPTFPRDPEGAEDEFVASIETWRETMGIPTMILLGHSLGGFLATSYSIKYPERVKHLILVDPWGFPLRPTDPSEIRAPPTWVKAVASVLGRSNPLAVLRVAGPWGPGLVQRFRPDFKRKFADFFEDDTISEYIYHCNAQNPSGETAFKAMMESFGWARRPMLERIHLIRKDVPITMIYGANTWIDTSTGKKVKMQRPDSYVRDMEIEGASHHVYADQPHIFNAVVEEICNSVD
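Assay system: wild-type mouse ABHD4 protein; compound: single nominal dose of 8.92 µM, 0.89% DMSO final; schedule: 45 min + 60 min at 25 °C; measured by: FP readout, ex 525 nm / em 598 nm; evaluation: % inhibition of FP-Rh probe binding versus controls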
PG9 Ab binder = binders of HIV-1 gp120 antibody PG9, primary screen, biochemical, TR-FRET; HIV-1 gp120 / PG9 antibody interaction; TR-FRET gp120-PG9 antibody binding; inhibition, % at 6.7 µM; hit rate 0.43% among 360,000; in the data active means inhibition above about 8.5%
rCAG RNA binder = binders of r(CAG) RNA repeats, primary screen, biochemical, fluorescence; hit rate 1.3% among 370,000; r(CAG) RNA repeat, TO-PRO-1 dye displacement fluorescence; inhibition, % at 3 µM;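 active means inhibition above the plate cutoff, the mean of all test compounds on that plate plus 3 SD, cut at about 35% in these data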;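 further: 0% = DMSO alone and 100% = 100 µM mitoxantrone as full dye displacement; higher means more dye released from RNA so lower well fluorescence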
GC-B act = human GC-B receptor activators, primary screen, HEK293 GC-B cells, cGMP TR-FRET, EC30 CNP; Atrial natriuretic peptide receptor 2 (Homo sapiens), P20594; 0% at EC30 CNP, 100% saturating CNP; activation, % at 10 µM; hit rate 0.11% among 370,000; AID 1920062, 2024;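 active means activation at 10 µM reaching about 35% in either raw or pattern-adjusted values, limit read from the data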
ARFGAP1 inhibitor = inhibitors of rat ARFGAP1 GAP activity, primary screen, biochemical, fluorescence polarization, GDP tracer; ADP-ribosylation factor GTPase-activating protein 1 (Rattus norvegicus), Q62848; Arfgap1-stimulated ARF1 GTP hydrolysis, GDP FP detection; inhibition, % at 16.5 µM; hit rate 0.26% among 360,000;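 active means inhibition above a per-plate limit, mean inhibition of low control wells plus 3 SD, cut at about 25% in these data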;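 further: 0% = DMSO wells with enzyme and 100% = wells lacking Arfgap1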
Target sequence (Q62848 1-136 limits assumed): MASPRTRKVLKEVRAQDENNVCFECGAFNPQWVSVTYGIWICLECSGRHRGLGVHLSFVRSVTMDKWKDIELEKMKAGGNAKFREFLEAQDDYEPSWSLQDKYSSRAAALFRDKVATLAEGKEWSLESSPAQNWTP
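Material: truncated rat Arfgap1 GAP domain; Incubation: compound-enzyme preincubation 20 min, reaction 120 min, detection 60 min, 25 °C; Read-out: percent inhibition of Arfgap1-stimulated GTP hydrolysis; Technique: FP, GDP Alexa 633 tracer displaced from anti-GDP antibody, 620/688 nm; Controls: No-Arfgap1 wells (100%) versus DMSO full-reaction wells (0%); Replication: single well per compound.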
HTRA1 inhibitor = HTRA1 serine protease inhibitors, primary screen, biochemical, fluorescence polarization, HTS | inhibition, % at 5.96 µM | hit rate 0.5% among 340,000 | recombinant HTRA1, FP-rhodamine activity-based probe; in the data active means inhibition above about 36%;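 further: 0% = enzyme with DMSO and 100% = wells lacking enzyme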
NPR1 activator = GC-A stimulated cGMP production enhancers – HEK293 GC-A cells, cGMP TR-FRET, EC30 ANP, primary screen; Atrial natriuretic peptide receptor 1 (Homo sapiens), P16066; 0% at EC30 ANP, 100% saturating ANP; activation, % at 10 µM; hit rate 0.14% among 370,000; in the data active means activation above about 40%
SMARCA2 activ = SMARCA2 (BRM) function activators, primary screen, cell-based, luminescence, high throughput. MG213 cells, MMTV-luciferase reporter, dexamethasone, overnight. activation, % at 9.1 µM. hit rate 1% among 370,000. AID 652017, 2013; in the data active means activation above about 7.8%;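 further: 0% = vehicle wells and 100% = reference activator wells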
NR1D1 modulator = modulators of Rev-erb alpha DNA binding, primary screen, biochemical, FITC-DNA, fluorescence polarization, uHTS; Nuclear receptor subfamily 1 group D member 1 (Homo sapiens), P20393; Rev-erbα–FITC-DNA binding, 90 min; activity, % at 10 µM; hit rate 0.79% among 370,000; AID 1259318, 2017;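 active means activity above about 14%, limit read from the data; passing the limit was not always enough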;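 further: 0% = DMSO wells with 35 nM protein and 100% = DMSO wells with 750 nM protein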
Target sequence (P20393 whole entry, looked up): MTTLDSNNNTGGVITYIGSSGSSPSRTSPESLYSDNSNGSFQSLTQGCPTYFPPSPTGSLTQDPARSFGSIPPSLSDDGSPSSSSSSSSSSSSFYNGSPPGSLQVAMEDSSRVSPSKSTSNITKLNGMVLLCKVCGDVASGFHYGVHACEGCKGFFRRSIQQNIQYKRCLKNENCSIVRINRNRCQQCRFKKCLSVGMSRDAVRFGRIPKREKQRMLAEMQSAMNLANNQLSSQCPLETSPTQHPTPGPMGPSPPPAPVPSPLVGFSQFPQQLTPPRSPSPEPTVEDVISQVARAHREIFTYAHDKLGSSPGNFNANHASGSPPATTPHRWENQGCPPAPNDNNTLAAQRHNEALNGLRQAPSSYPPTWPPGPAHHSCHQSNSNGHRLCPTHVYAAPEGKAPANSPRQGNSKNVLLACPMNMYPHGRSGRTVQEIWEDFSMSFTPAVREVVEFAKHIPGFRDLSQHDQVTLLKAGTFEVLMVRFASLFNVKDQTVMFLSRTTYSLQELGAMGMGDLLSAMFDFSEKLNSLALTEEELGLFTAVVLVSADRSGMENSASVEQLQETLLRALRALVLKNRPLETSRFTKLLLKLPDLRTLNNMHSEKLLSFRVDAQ
Active calls of the source: *; / = not tested or not shown. Some of the compounds tested, so the mix of outcomes need not match the whole.

Preview:
#	compound	ASAP1 GAP inh	ABHD4 inh	PG9 Ab binder	rCAG RNA binder	GC-B act	ARFGAP1 inhibitor	HTRA1 inhibitor	NPR1 activator	SMARCA2 activ	NR1D1 modulator
1	CCOC(=O)C1=C(N)OC2=C(C(=O)CCC2)C12C(=O)N(CC(N)=O)c1ccccc12 (stereo unspecified)	3	-5	-0.7	-1	-3	11	1	-7	1	2
2	Cc1cc(C=C2C(=O)NC(=S)NC2=O)c(C)n1-c1ccc2c(c1)OCO2	-11	0	-1.3	10	-5	10	6	2	-2	0
3	C=C1[C@H]2CC[C@H]3[C@]4(C)C[C@H](O[C@@H]5OC(CO)[C@@H](OSOOO)[C@H](OS(=O)(=O)O)[C@H]5OC(=O)CC(C)C)C[C@@H](C(=O)O)[C@H]4CC[C@]3(C2)[C@H]1O (stereo partly specified)	3	-12	-1.9	14	6	-6	2	3	-1	1
4	CCSC(=O)N1CCCCCC1	-12	-1	-2.6	3	2	19	-1	1	7.8*	3
5	CCCCn1c(O)c(C(C)=NCc2ccc(F)cc2)c(=O)[nH]c1=O	7	3	-1.9	-4	-4	10	7	-2	-1	-6
6	OCCNCCc1c[nH]c2ccc(OCc3ccccc3)cc12	-6	7	-0.3	3	-4	0	12	-12	-3	-6
7	CN1/C(=C\C=C2C(=O)NC(=S)NC2=O)C(C)(C)c2ccccc21	5	-16	-25	-199	-2	11	-1	-8	-1	25*
8	Cc1ccc(NP(=O)(Oc2ccccc2F)Oc2ccccc2F)cc1C	7	-26	-0.9	-3	2	6	-58	-4	-3	4
9	COc1cc(OC)c(OC)cc1CNCCc1ccc2c(c1)OCO2	-15	9	-0.6	2	-14	-7	1	-15	-1	-1

Results (from the top)
#	compound	ASAP1 GAP inh	ABHD4 inh	PG9 Ab binder	rCAG RNA binder	GC-B act	ARFGAP1 inhibitor	HTRA1 inhibitor	NPR1 activator	SMARCA2 activ	NR1D1 modulator
1	CCOC(=O)C1=C(N)OC2=C(C(=O)CCC2)C12C(=O)N(CC(N)=O)c1ccccc12 (stereo unspecified)	3	-5	-0.7	-1	-3	11	1	-7	1	2
2	Cc1cc(C=C2C(=O)NC(=S)NC2=O)c(C)n1-c1ccc2c(c1)OCO2	-11	0	-1.3	10	-5	10	6	2	-2	0
3	C=C1[C@H]2CC[C@H]3[C@]4(C)C[C@H](O[C@@H]5OC(CO)[C@@H](OSOOO)[C@H](OS(=O)(=O)O)[C@H]5OC(=O)CC(C)C)C[C@@H](C(=O)O)[C@H]4CC[C@]3(C2)[C@H]1O (stereo partly specified)	3	-12	-1.9	14	6	-6	2	3	-1	1
4	CCSC(=O)N1CCCCCC1	-12	-1	-2.6	3	2	19	-1	1	7.8*	3
5	CCCCn1c(O)c(C(C)=NCc2ccc(F)cc2)c(=O)[nH]c1=O	7	3	-1.9	-4	-4	10	7	-2	-1	-6
6	OCCNCCc1c[nH]c2ccc(OCc3ccccc3)cc12	-6	7	-0.3	3	-4	0	12	-12	-3	-6
7	CN1/C(=C\C=C2C(=O)NC(=S)NC2=O)C(C)(C)c2ccccc21	5	-16	-25	-199	-2	11	-1	-8	-1	25*
8	Cc1ccc(NP(=O)(Oc2ccccc2F)Oc2ccccc2F)cc1C	7	-26	-0.9	-3	2	6	-58	-4	-3	4
9	COc1cc(OC)c(OC)cc1CNCCc1ccc2c(c1)OCO2	-15	9	-0.6	2	-14	-7	1	-15	-1	-1
10	CCOC(=O)[C@]12Cc3ccccc3[C@H]1N(Cc1ccccc1)C(=O)c1ccccc12	-9	-7	-1.7	1	-13	19	-5	-9	0	2
11	Cn1c(O)c(C(=O)c2ccccc2F)c(=O)n(C)c1=O	-9	7	-1.8	-1	4	-17	4	4	0	-6
12	NC(=O)Cn1cc(C(=O)c2ccccc2F)c2ccccc21	0	-3	2.0	4	4	-9	9	4	0	-6
13	C[C@]12CCC3C(CC[C@H]4C[C@@H](O)CC[C@]34C)C1CC[C@@H]2OC(=O)[C@H](N)CCCCN (stereo partly specified)	10	-3	0.9	10	6	1	-4	3	2	-6
14	COc1ccccc1NC(=O)N1C[C@@H]2C[C@@H](C1)c1cccc(=O)n1C2	-5	5	-0.7	-1	9	-9	1	2	0	-3
15	O=[N+]([O-])NC1=NCN(Cc2ccco2)CN1Cc1ccco1	7	-5	-1.7	2	6	10	3	0	1	-7
16	O=C(N/N=C/c1c(O)n(Cc2ccccc2)c(=O)[nH]c1=O)c1ccccc1	0	7	-2.8	21	-1	1	6	0	8.1*	-1
17	CN1CCN(c2cc(N3CCCC3)c([N+](=O)[O-])cc2F)CC1	9	7	0.6	-8	1	-2	-2	3	-4	9
18	O=C(Nc1ccc(Cl)cc1)Nc1nccs1	8	-4	-0.3	20	2	-4	-9	-3	-1	5
19	CCOc1ccc(C2(C#N)CC[N+](C)(C)CC2)cc1	-9	4	-0.8	0	2	1	5	3	0	-2
20	Cn1c(O)c(C(c2ccncc2)c2c(O)n(C)c(=S)n(C)c2=O)c(=O)n(C)c1=S	-3	-17	-0.1	11	6	3	-1	1	-1	-7
21	N[C@@H]1CC[C@@]2(O)[C@H]3Cc4ccc(O)c5c4[C@@]2(CCN3CC2CC2)C1O5 (stereo partly specified)	6	3	0.5	-1	-2	15	-1	2	-6	-9
22	CSc1nc2ccc(C)cc2c(=O)n1-c1cccnc1	0	-4	-3.6	-2	-7	2	3	-2	-2	-3
23	COc1ccc(-n2c(=O)[nH]c3ccccc3c2=O)c(OC)c1	1	10	-1.6	-1	9	5	0	6	-2	-2
24	COCCOC(=O)C1=C(N)OC(C)=C(C(=O)OC)C12C(=O)Nc1ccccc12 (stereo unspecified)	-5	5	0.5	-5	4	2	9	2	-2	-1

Following part:
cpd | canonical_smiles | ASAP1 GAP inh | ABHD4 inh | PG9 Ab binder | rCAG RNA binder | GC-B act | ARFGAP1 inhibitor | HTRA1 inhibitor | NPR1 activator | SMARCA2 activ | NR1D1 modulator
25 | CC(=O)Nc1ccccc1C(=O)OCC(=O)c1ccc2ccccc2c1 | -6 | 1 | 1.4 | -2 | 1 | 4 | -22 | 1 | -4 | 5
26 | O=C1CC(=O)N(Cc2ccccc2)C(=O)N1CCCCCCN1C(=O)CC(=O)N(Cc2ccccc2)C1=O | 0 | 4 | -2.3 | 68* | 2 | 3 | / | -2 | 2 | -5
27 | O=[N+]([O-])CCO | -3 | -1 | -1.0 | 5 | -7 | -13 | 2 | -1 | -5 | 2
28 | CCCN(CCC)C(=O)Cc1c(-c2ccc(Cl)cc2)nc2c(Cl)cc(Cl)cn12 | 5 | 5 | 0.0 | 1 | 6 | -5 | 0 | 5 | -3 | 11
29 | Nc1nc(N)c2cnnn2n1 | -22 | 0 | -1.1 | 2 | 0 | -9 | 1 | -2 | 0 | 2
30 | O=C(Nc1ccccc1Cl)OC1CN2CCC1CC2 (stereo unspecified) | -15 | 3 | 0.9 | -1 | 0 | 7 | 4 | -4 | -2 | -1
31 | CC(C)CNc1c2c(nc3ccccc13)CCC2 | -5 | -8 | -0.4 | 6 | 4 | 0 | 3 | 5 | -1 | 2
32 | Cc1ccccc1CCC[C@@H](CC1CCCCC1)CN(C)C(=O)Oc1ccccc1 | / | -5 | / | 6 | 2 | / | / | 2 | 1 | -5
33 | CCCc1nc2ccccc2c(=O)n1-c1ccc(OC)cc1 | 12 | 2 | -0.6 | -2 | -3 | 2 | 2 | -2 | 6 | -5
34 | Cc1c(N=Nc2c(O)[nH]c(=O)[nH]c2=O)c(=O)n(-c2ccccc2)n1C | 14 | -1 | -3.0 | -3 | 2 | 5 | 7 | 0 | -4 | -1
35 | O=C(O)COc1ccc(Cl)cc1Cl | 14 | -4 | -0.7 | 2 | -1 | -6 | 0 | 1 | -2 | -2
36 | c1ccc(CCN2CCC3(CC2)OCCO3)cc1 | -2 | 1 | 3.4 | -3 | -10 | -6 | 3 | 0 | -5 | -3
37 | CN1CC(C(=O)c2cccc(C(F)(F)F)c2)C(c2ccc(Cl)cc2)C1 (stereo unspecified) | -1 | 5 | -0.8 | -5 | -15 | -4 | -2 | -58 | -3 | -3
38 | [O-]c1ccccc1-[n+]1c(-c2ccccc2)cc(-c2ccccc2)cc1-c1ccccc1 | 11 | 8 | 0.0 | 6 | 0 | 12 | -14 | -5 | -2 | 0
39 | FC(F)(F)c1ccc(-c2ccc3c(c2)CNCc2cnnn2-3)cc1 | -3 | 34* | -2.6 | 1 | -5 | 7 | / | -2 | 1 | -6
40 | Cc1ccsc1C(=O)C1CCCN(Cc2ccc(O)cc2)C1 (stereo unspecified) | -3 | -3 | 2.0 | -1 | -2 | 2 | -3 | -2 | -1 | -1
41 | O=C(O)Cc1cnc[nH]1 | 10 | 11 | -1.1 | 3 | 0 | -12 | 5 | 2 | -1 | -1
42 | COc1cccc(CN2CCN(c3ccc(F)cc3)CC2)c1OC | 1 | 7 | 0.9 | -2 | 4 | 5 | 7 | 2 | -2 | -2
43 | CCCCCSc1cc(OC)c(CCN)cc1OC | -3 | 11 | -1.3 | 12 | -12 | 3 | 6 | -5 | 4 | 0
44 | N#CCCC#N | -1 | -1 | -1.4 | 1 | -13 | 4 | / | -2 | 0 | -6
45 | CCCNC(=O)N1[C@H]2CC[C@@H]1C(C(=O)OC)=C(c1ccc(C(C)=O)cc1)C2 | -2 | 6 | 0.2 | -4 | 3 | -7 | -5 | 1 | 0 | -2
46 | Cc1cc(O)c2c(c1)OC(C)(C)C1=C2CC(C)CC1 (stereo unspecified) | 3 | -10 | 0.6 | 0 | 0 | 7 | 6 | -4 | -1 | -5
47 | COc1ccc(CCn2c(O)c(C=NCCN3CCCCC3)c(=O)[nH]c2=O)cc1OC | 13 | 0 | -2.0 | 0 | -4 | -3 | 1 | 3 | 3 | -3
48 | CCn1c(=O)n(CC)c2cc([N+](=O)[O-])c(N3CCNCC3)cc21 | 6 | 0 | -1.9 | -3 | 2 | 4 | 2 | 5 | -1 | 3
49 | Cc1c(/C=N/O)c2ccccc2n1C | 3 | 6 | -2.0 | -1 | 7 | -1 | 4 | 1 | 0 | 1
50 | COc1ccc(NC(=O)N2C[C@@H]3C[C@@H](C2)c2cccc(=O)n2C3)cc1 | 3 | -2 | 1.0 | -1 | 6 | -1 | -2 | -1 | 1 | -7
51 | c1ccc(C2CN3CCC2CC3)cc1 (stereo unspecified) | -15 | 6 | -2.6 | 0 | -3 | 4 | / | -1 | -3 | 0
52 | CN1C(=O)c2ccccc2Sc2ccc(C(=O)N3CCC4(CC3)OCCO4)cc21 | 14 | 3 | 1.6 | -1 | 1 | 1 | 1 | 1 | 1 | 0
